Sm TGR block – blocks Schistosoma mansoni thioredoxin glutathione reductase | Q962Y6 | AID 485364 | purified TGR, DTNB reduction, TNB absorbance 405 nm | 3% of 360,000 active | Potency, µM (top dose mostly 114 µM), for the others: top-dose activity change, negative = inhibition, hits mostly inhibitors; note: potency is the fitted concentration of half-maximal effect; nearly all actives have a fitted effect of over 60% in size
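TGR 20 nM + NADPH 100 uM (dispensed conc.), cpd preinc 15 min RT; start with NADPH (500 uM addition) then DTNB (15 mM addition). Kinetic TNB absorbance, 405 nm filter. Four-parameter Hill fit across titration.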
FBPA Giardia inh – blocks Giardia fructose-bisphosphate aldolase activity; 0.71% of 290,000 active; purified Giardia FBPA; Potency, µM (series often up to 59.6 µM), inactives show top-dose activity, negative = inhibition, usual class: inhibitors; note: potency is the fitted concentration of half-maximal effect; nearly all actives have a fitted effect of over 55% in size
Target sequence (A8B2U2 whole entry, looked up): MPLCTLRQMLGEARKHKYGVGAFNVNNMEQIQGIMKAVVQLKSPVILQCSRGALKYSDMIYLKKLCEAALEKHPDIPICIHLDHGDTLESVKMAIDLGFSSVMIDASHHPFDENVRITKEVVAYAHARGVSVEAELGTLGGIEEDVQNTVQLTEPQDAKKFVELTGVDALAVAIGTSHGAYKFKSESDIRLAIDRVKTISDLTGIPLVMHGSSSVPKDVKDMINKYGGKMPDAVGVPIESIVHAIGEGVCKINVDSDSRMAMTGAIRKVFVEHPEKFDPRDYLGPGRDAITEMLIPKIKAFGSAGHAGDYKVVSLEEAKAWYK
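Giardia FBPA (40 nM reagent) was preincubated 10 min at RT with compound (up to 57.5 uM final), then substrate plus GAPDH/TPI/NAD/arsenate coupling system with diaphorase/resazurin was added; resorufin fluorescence (525/598 nm) was read after 20 min.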
AmpC no deterg – inhibitors of E. coli AmpC beta-lactamase without detergent | P00811 | AmpC nitrocefin hydrolysis, absorbance 480 nm, 0.0001% Triton | Potency, µM (top dose mostly 57.1 µM), for the others: top-dose activity change, negative = inhibition, hits mostly inhibitors | 0.52% of 330,000 active | AID 485341;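 note: potency is the fitted concentration of half-maximal effect; plate controls were no compound for no effect and no enzyme for full effect; nearly all actives have a fitted effect of over 20% in size; some results filed as inactive show a strong effect at the top dose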
Target sequence (P00811 whole entry, looked up): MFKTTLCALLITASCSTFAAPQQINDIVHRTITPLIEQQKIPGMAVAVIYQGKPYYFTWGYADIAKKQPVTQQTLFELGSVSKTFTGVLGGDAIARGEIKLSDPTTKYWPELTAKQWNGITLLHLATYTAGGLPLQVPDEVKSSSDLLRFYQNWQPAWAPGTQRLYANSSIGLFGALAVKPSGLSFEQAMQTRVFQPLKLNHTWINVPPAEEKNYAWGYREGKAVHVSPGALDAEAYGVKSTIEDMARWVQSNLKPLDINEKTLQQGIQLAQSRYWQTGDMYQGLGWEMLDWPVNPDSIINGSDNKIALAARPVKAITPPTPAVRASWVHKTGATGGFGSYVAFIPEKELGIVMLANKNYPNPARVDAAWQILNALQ
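20 mM phosphate pH 7.0 + 0.01% (detergent screen) or 0.0001% Triton X-100; 5.3 nM AmpC reagent; cpd preinc 15 min RT; nitrocefin (800 uM stock) to start; A480 q20 s × 4 min; Activity was normalised to no-enzyme and no-compound control wells.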
AmpC inh detg – inhibitors of E. coli AmpC beta-lactamase with detergent | AID 485294 | Potency, µM (doses to about 114 µM), for the others: at the highest dose activity change, negative = inhibition, most hits filed as inhibitors | AmpC hydrolysis of nitrocefin, absorbance 480 nm, 0.01% Triton | P00811 | 0.041% of 370,000 active;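 note: potency is the fitted concentration of half-maximal effect; 0% = no-compound wells and -100% = no-enzyme wells; nearly all actives have a fitted effect of over 25% in size; some results filed as inactive show a strong effect at the top dose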
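20 mM phosphate pH 7.0 + 0.01% (detergent screen) or 0.0001% Triton X-100; 5.3 nM AmpC reagent; cpd preinc 15 min RT; nitrocefin (800 uM stock) to start; A480 q20 s × 4 min; Activity was normalised to no-enzyme and no-compound control wells.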
HCMV inh – inhibitors of human cytomegalovirus. HFF cells, HCMV-luciferase reporter, 72 h; stronger effect = lower value. 4.5% of 410,000 active. activity change, negative = inhibition, % at 57.5 µM; in the data active = activity change below about -60%; inconclusive = no clear call, values can overlap the other calls; inactive = above about -39%
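Cell-based, HFFs, 1000 cells/well, 16 h 37C; cpds in DMSO + HCMV-luc, MOI 1 PFU/cell; 72 h 37C; OneGlo luminescence after 5 min RT; norm. to buffer vs Salinomycin 10uM.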
AMA1 RON2 block – inhibitors of Plasmodium falciparum AMA1-RON2 interaction; AID 720542; AlphaScreen AMA1-biotinylated RON2 peptide binding; Potency, µM (doses to about 58.2 µM), for the others: at the top dose activity change, negative = inhibition, most hits filed as inhibitors; 0.2% of 360,000 active;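 note: potency is the fitted concentration of half-maximal effect; 0% = vehicle wells and -100% = peptide control; nearly all actives have a fitted effect of over 45% in size; some results filed as inactive show a strong effect at the top dose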
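AMA1 (3D7) with his tag at 25 nM final met compounds first, then biotinylated RON2 peptide at 25 nM; detection used donor plus acceptor beads, 10 µg/mL apiece, read by AlphaScreen after 30 min at room temperature.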
An asterisk follows results filed as active; ? = inconclusive; . = no result given; & = joins results of further samples; [ ] = dose if it differs, or a comment. Unless noted, calls come from the whole dose curve; as a rule, active = well fitted curve in the direction sought with a large enough effect; inconclusive = small, poorly fitted or top-dose-only effect, or another doubt; inactive = no such curve, though single readings can be large; an effect the other way counts as inactive or inconclusive. Unless noted, % is set by controls: 0 for no effect and ±100 for the full control effect.

Short forms: A = Sm TGR block; B = FBPA Giardia inh; C = AmpC no deterg; D = AmpC inh detg; E = HCMV inh; F = AMA1 RON2 block
Cc1ccc(-c2ccc(=O)n(CC(=O)NCC3COCCO3)n2)cc1 (centres undefined)
  A: -3%	B: .	C: 1%	D: 2%	E: -28	F: 10%
CCC(=O)CC(c1ccc([N+](=O)[O-])cc1)c1c(O)c2ccccc2oc1=O (centres undefined)
  A: 2%	B: 19%	C: -40%	D: -6%	E: -1	F: -1%
CC(C)(C)c1ccc(C2=CSC3=NCCN23)cc1
  A: -11%	B: ?	C: -18%	D: -8%	E: 76	F: -3%
O=C(Nc1nnc(SCc2c(Cl)cccc2Cl)s1)C1CCCO1 (centres undefined)
  A: -11%	B: 15%	C: -37%	D: 2%	E: 81	F: 68%[activator]
COC(=O)/C=C/c1ccc2c(c1)OCO2
  A: -1%	B: 0%	C: -10%	D: -1%	E: -29	F: 7%
CC(CN1CCN(C)CC1)OC(=O)c1ccc(Cl)cc1 (centres undefined)
  A: 0%	B: -2%	C: 0%	D: -10%	E: ?	F: -1%
N=c1ccccn1Cc1ccccc1
  A: 19%	B: 13%	C: -6%	D: 2%	E: -19	F: -7%
O=C(CCCn1c(=S)[nH]c2ccsc2c1=O)NC1CCCCC1
  A: 0%	B: .	C: -24%	D: -3%	E: -40	F: 102%[activator]
Cc1ccc2nc(CCCc3nc4ccc(C)cc4[nH]3)[nH]c2c1
  A: 1%	B: -3%	C: -44%	D: ?	E: -13	F: -9%
Cc1ccc(OCC(O)Cn2c(N3CCCCC3)nc3c2c(=O)[nH]c(=O)n3C)cc1C (centres undefined)
  A: 0%	B: 4%	C: 0%	D: 3%	E: -5	F: 0%
CCN1C(=NCCc2ccc(Br)cc2)N[C@@H](c2ccccc2)[C@H](C(=O)OC)[C@H]1C
  A: -1%	B: 13%	C: 47%&69%	D: -9%	E: -9	F: -1%
COc1cccc(NC(=O)Nc2nnc(Cc3ccc(OC)c(OC)c3)s2)c1
  A: 11%	B: 14%	C: -17%	D: 0%	E: -15	F: 0%
CC1CCN(S(=O)(=O)c2ccc3c(c2)N(CC(=O)NCCCN2CC(C)CC(C)C2)C(=O)CS3)CC1 (centres undefined)
  A: -1%	B: .	C: 57%	D: -3%	E: 0	F: -3%
CCC(=O)Nc1ccc(Oc2ccc(NC(=O)CC)c(NC(=O)CC)c2)cc1
  A: 0%	B: 3%	C: -28%	D: -11%	E: 38	F: 4%
CCCCN(CC)C(=O)CSc1nc2c(sc3ccccc32)c(=O)n1CCc1ccccc1
  A: 49%[activator]	B: .	C: .	D: 2%	E: 20	F: .
O=C(NNC(=O)C(c1ccccc1)c1ccccc1)c1cccs1
  A: 1%	B: -2%	C: -30%	D: 2%	E: ?	F: 100%[activator]
Fc1ccc(Oc2nc(-c3ccccn3)nc3ccccc23)cc1
  A: -3%	B: -1%	C: 32%	D: 6%	E: ?	F: 33%[activator]
COc1cc(-c2c(NC(=O)c3ccco3)oc3ccccc3c2=O)cc(OC)c1OC
  A: 4%	B: .	C: -14%	D: 0%	E: 10	F: 11%
O=C(CCl)Oc1ccc2occ(C(=O)c3cccs3)c2c1
  A: ?	B: 1%	C: -28%	D: ?	E: 30	F: 9%
CC1=NN(C(N)=S)C(=O)C1N=Nc1cccc(C)c1 (centres undefined)
  A: -13%	B: 7%	C: -5%	D: -4%	E: 4	F: 104%[activator]
O=C(O)CSc1nnc(CNc2ccccc2Cl)n1-c1ccccc1
  A: -1%	B: 0%	C: -24%	D: -10%	E: -4	F: 6%
O=C(NCc1ccco1)c1ccc(NS(=O)(=O)c2cccc(F)c2)cc1
  A: -12%	B: 1%	C: -36%	D: 1%	E: 43	F: -4%
Cc1nn(C2CCS(=O)(=O)C2)c(C)c1C=O (centres undefined)
  A: -6%	B: 2%	C: -10%	D: 2%	E: 61	F: 0%
CCc1ccc2c(CSc3nnnn3C)cc(=O)oc2c1
  A: -7%	B: 1%	C: -17%	D: -3%	E: -14	F: -7%
COC(=O)c1cc(S(=O)(=O)NCCc2ccccc2)c[nH]1
  A: -12%	B: -3%	C: 0%	D: -19%	E: 15	F: -4%
CCOC(=O)C1CCN(C(=O)c2ccc(CNS(=O)(=O)c3ccc(C)cc3)cc2)CC1
  A: 1%	B: 5%	C: 50%	D: 3%	E: -28	F: -1%
CC(C)CC1c2[nH]c3ccccc3c2CCN1CCCn1cccn1 (centres undefined)
  A: -22%	B: 3%	C: 7%	D: -6%	E: -12	F: -13%
O=C1[C@@H]2[C@H](C(=O)N1Cc1cccnc1)[C@H]1C=C[C@@H]2C1
  A: -4%	B: 4%	C: -13%	D: 0%	E: 30	F: -15%
CCOc1cccc(CC(=O)Nc2ccc3nc(N4CCCCC4)cc(C)c3c2)c1OCC
  A: 2%	B: .	C: .	D: 10%	E: 20	F: .
COc1cc(/C=N\NC(=O)CNC(=O)C2COc3ccccc3O2)ccc1O (centres undefined)
  A: 4%	B: 5%	C: -19%	D: -14%	E: 28	F: 9%
Cc1ccc(C)c(OCCC(=O)OCC(=O)N(C)c2c(N)n(Cc3ccccc3)c(=O)[nH]c2=O)c1
  A: -10%	B: .	C: ?	D: ?	E: -5	F: 3%
CC(=O)Nc1cc(N=Cc2ccc(O)cc2O)c(Cl)cc1Cl
  A: ?	B: ?	C: -34%	D: -4%	E: .	F: -5%
N#CC1=C2SCN(Cc3ccco3)CN2C(=O)CC1c1c(F)cccc1Cl (centres undefined)
  A: 45µM*	B: ?	C: -30%	D: -10%	E: 2	F: 3%
NC(=O)c1ccc(NC(=O)CCC(=O)N2CCN(S(=O)(=O)c3ccc(Cl)cc3)CC2)cc1
  A: 9%	B: 3%	C: -23%	D: 13%	E: 0	F: 11%
COc1c(S(=O)(=O)NCCCn2ccnc2)ccc(Cl)c1Cl
  A: 1%	B: -1%	C: -13%	D: 1%	E: -12	F: -3%
CCOCCCNC(=O)C(c1ccccc1)N1Cc2ccccc2C1=O (centres undefined)
  A: 3%	B: .	C: .	D: 12%	E: 2	F: .
CCn1nc(C)cc1C(=O)Sc1cccc(Br)c1
  A: 5.6µM*	B: -2%	C: -4%	D: 5%	E: -107*	F: 6%
CCOc1ccc(S(=O)(=O)N(C)c2ccc(OCC(=O)Nc3ccccc3F)cc2)cc1
  A: 1%	B: .	C: -26%	D: -2%	E: 12	F: -2%
CCOC(=O)c1sc(=S)n(C)c1NC(=O)c1ccccc1C
  A: -2%	B: 11%	C: -29%	D: 4%	E: 37	F: -27%
Nc1ccccc1C(=O)N=Nc1[nH]c(N)c2ccccc12
  A: -2%	B: 21%	C: -21%	D: 0%	E: 28	F: -10%
Cc1cccc(NC(=O)CN2C(=O)S/C(=C\c3ccc(O)c([N+](=O)[O-])c3)C2=O)c1
  A: 0%	B: -13%	C: -42%	D: 1%	E: -35	F: -15%
O=C1Nc2cc(C(=O)N3CCN(c4ccccn4)CC3)ccc2S/C1=C\c1ccccc1
  A: -1%	B: .	C: -7%	D: 3%	E: ?	F: -7%
Nn1c(SCc2ccc([N+](=O)[O-])cc2)nc2ccccc2c1=O
  A: 0%	B: 1%	C: -33%	D: -7%	E: ?	F: 6%
Cc1ccc(C2=NN(CC(=O)NCc3ccccn3)C(=O)CC2)cc1
  A: 9%	B: 9%	C: -15%	D: 3%	E: -22	F: 24%
O=C(N/N=C/c1ccnc2ccccc12)c1ccccc1O
  A: 2%	B: 0%	C: -33%	D: -4%	E: -5	F: -7%
CCOC(=O)c1c(-c2ccccc2)csc1NC(=O)c1cccc(N2C(=O)CCC2=O)c1
  A: -30%	B: 1%	C: 5%	D: -10%	E: -25	F: -8%
COc1ccccc1-c1c(NC(=O)C(C)C)n(C)c2ccccc2c1=O
  A: 0%	B: 1%	C: -10%	D: -2%	E: 29	F: 1%
COC(=O)c1cc(NC(=O)c2ccc3c(c2)NC(=O)c2ccccc2S3)cc(C(=O)OC)c1
  A: -4%	B: .	C: -21%	D: 2%	E: -8	F: .
COc1ccc(/C=N/Nc2nc(-c3cccnc3)nc3ccccc23)cc1OC
  A: 0%	B: ?	C: 137%[activator]	D: -6%	E: -12	F: 97%[activator]
COc1cccc(C(=O)COc2ccccc2-c2ccccc2)c1
  A: -5%	B: -6%	C: 3%	D: -6%	E: ?	F: 1%
COC(=O)c1ccc(NC(=S)Nc2ccccn2)cc1
  A: -36%	B: 1%	C: -28%	D: -10%	E: 1	F: 47%[activator]
CC1=C(C(=O)OC(C)C)[C@]2(C(=O)N(CC(N)=O)c3ccccc32)C(C#N)=C(N)O1
  A: -17%	B: -10%	C: -5%	D: ?	E: -10	F: -14%
O=C1C=C(c2ccc(CO)cc2)C[C@@H](c2ccc3c(c2)OCO3)C1
  A: 1%	B: .	C: -17%	D: 2%	E: 27	F: -3%
CC1=C(C(=O)OCc2ccc3c(c2)OCO3)C(c2ccc(F)cc2)NC(=O)N1 (centres undefined)
  A: -30%	B: 0%	C: -18%	D: ?	E: .	F: -10%
C[n+]1cccc(C(=O)[O-])c1
  A: 0%	B: ?	C: -17%	D: ?	E: -29	F: -11%

Compound activity from PubChem BioAssay.
